Mac1 fbg enh: enhancers of CD11b/CD18 adhesion to fibrinogen, primary screen, K562 cells, luminescence | Integrin beta-2 (Homo sapiens) + Integrin alpha-M (Homo sapiens), P05107+P11215 | ATPlite luminescence | activation, % at 10 µM | 93,000 compounds, 0.07% hits;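 active = 10 µM primary screen giving 50% or more activity, confirmed by 40% or more on retest at that dose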; note: strong numbers were not always called active; reference of the scale not given here
Target sequence (P05107 whole entry, looked up, other chains not shown): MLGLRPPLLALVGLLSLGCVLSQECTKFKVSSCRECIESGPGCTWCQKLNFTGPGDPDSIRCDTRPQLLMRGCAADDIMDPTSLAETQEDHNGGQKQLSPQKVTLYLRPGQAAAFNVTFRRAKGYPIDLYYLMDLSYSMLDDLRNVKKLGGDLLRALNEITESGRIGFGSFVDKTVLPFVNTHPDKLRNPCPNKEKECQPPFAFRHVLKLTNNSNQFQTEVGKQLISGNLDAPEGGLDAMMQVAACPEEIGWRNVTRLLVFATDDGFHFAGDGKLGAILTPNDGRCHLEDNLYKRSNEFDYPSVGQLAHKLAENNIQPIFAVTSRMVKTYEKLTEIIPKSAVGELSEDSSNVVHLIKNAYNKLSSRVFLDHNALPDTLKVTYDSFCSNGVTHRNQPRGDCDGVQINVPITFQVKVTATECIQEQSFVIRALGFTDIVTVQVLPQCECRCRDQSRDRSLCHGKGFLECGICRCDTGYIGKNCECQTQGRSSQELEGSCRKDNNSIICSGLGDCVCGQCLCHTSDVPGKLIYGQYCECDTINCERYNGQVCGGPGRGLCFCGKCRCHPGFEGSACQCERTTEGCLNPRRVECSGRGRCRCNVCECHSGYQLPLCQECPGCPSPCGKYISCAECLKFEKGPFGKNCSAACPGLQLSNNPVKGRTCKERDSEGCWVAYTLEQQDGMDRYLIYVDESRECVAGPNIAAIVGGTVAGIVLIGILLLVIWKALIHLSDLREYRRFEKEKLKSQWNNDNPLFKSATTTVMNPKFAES
CD11b adhes inh: inhibitors of CD11b/CD18 adhesion to fibrinogen, primary screen, K562 cells, luminescence; inhibition, % at 10 µM; AID 1497, 2009; ATPlite luminescence; Mn2+ added to activate the integrin; 93,000 compounds, 0.54% hits;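 active = primary inhibition of 50% or more at 10 µM, then 40% or more on retest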; note: some results filed as inactive read as strong as hits
* hit, by the source's call.

SMILES	Mac1 fbg enh	CD11b adhes inh
CN=c1scc(-c2cccs2)n1/N=C/c1ccc(O)c(O)c1O	-8	88
O=C(COC(=O)c1cc(=O)[nH]c(=O)[nH]1)NCc1ccccc1	6	-18
O=C(C1=NN(c2ccccc2)C2C(=O)N(c3ccc(Cl)cc3)C(=O)C12)c1ccccc1 (stereo not given)	4	3
CN(C)CCCN(C(=O)c1sc2ccccc2c1Cl)c1nc2c(F)cccc2s1	0	19
O=C(C[n+]1cc(-c2ccc(Cl)cc2)n2c1CCC2)N1c2ccccc2Sc2ccccc21	4	10
Cn1c(CN2CCN(C(=O)c3ccc(F)cc3)CC2)nc2cc([N+](=O)[O-])ccc21	1	24
O=c1c2sccc2nc(SCc2cc(=O)n3cc(Cl)ccc3n2)n1-c1ccc(F)cc1	1	4
CC(C)COC(=O)/C(C#N)=C/c1cn(Cc2ccccc2)c2ccccc12	-4	1
ONC(=Nc1ccccc1)c1ccc(Cl)cc1	3	-2
O=C(COC(=O)CCCSc1nc2ccccc2[nH]1)Nc1cccc(F)c1	-2	-3
O=C(CC12CC3CC(CC(C3)C1)C2)NC(=S)NCc1ccccc1	46	-1
Cc1c(NC(=O)c2c(N)n(-c3ccccc3)c3nc4ccccc4nc23)c(=O)n(-c2ccccc2)n1C	63	-1
Cc1ccc(C)c(N2CN(Cc3ccco3)CNC2=S)c1	3	-6
COc1ccccc1/C=C/C=N/NC(=O)CCC1C(=O)NN=C1C (stereo not given)	4	-14
O=C(N/C(=C/c1cccnc1)C(=O)N1CCOCC1)c1ccccc1Br	6	-11
COc1ccc(Br)cc1CN(C)CC(=O)Nc1c(Cl)cccc1Cl	1	24
Cc1ccc(C)c(NC(=S)NCC(c2cccnc2)N2CCOCC2)c1 (stereo not given)	5	-17
O=C1N/C(=N\N=C\c2cccs2)SC1Cc1ccc(Cl)cc1 (stereo not given)	11	3
O=c1cc(NS(=O)(=O)c2ccccc2)nc(SCc2ccc(Cl)cc2)[nH]1	-2	-2
O=C(CC12CC3CC(CC(C3)C1)C2)N/N=C/c1ccc([N+](=O)[O-])o1	-3	-4
CC(C(=O)OCC(=O)c1c(N)n(C)c(=O)n(C)c1=O)N1C(=O)c2ccccc2C1=O (stereo not given)	-1	15
Cc1cccc(C)c1NC(=O)c1cccc2c1-c1ccccc1C2=O	6	-11
Cc1ccc(C(=O)OCC(=O)NCCC2=CCCCC2)s1	5	14
N#CC1=C(N)Oc2ccc3ccc(O)cc3c2C1c1ccsc1 (stereo not given)	1	25
CC12CCC(C/C1=N\N=C1\NC(=O)/C(=C\c3ccc(Cl)cc3)S1)C2(C)C (stereo not given)	-11	96
SMILES	Mac1 fbg enh	CD11b adhes inh
O=C(OCC(=O)N1CCCc2ccccc21)c1cccnc1Cl	-1	-13
C/C(CC1CC(C)OC1=O)=N\NC(N)=S (stereo not given)	8	-4
CCCN(CC(=O)Nc1ccc(Cl)cc1Cl)C(=O)/C=C/c1cc(OC)ccc1OC	-1	21
CCN(CC)S(=O)(=O)c1ccc(OC)c(NC(=O)COc2ccc3c(C)cc(=O)oc3c2)c1	14	11
COc1cccc(C(=O)NCC(=O)N/N=C/c2cccc(OC(=O)c3ccc([N+](=O)[O-])cc3)c2)c1	13	-10
O=C(/C=C/c1ccc(Cl)cc1)N(Cc1ccccc1)C1CCS(=O)(=O)C1 (stereo not given)	-2	3
Cc1ccc(/C=N/NC(=O)c2cccs2)s1	0	-20
CCCCOc1ccc(NC(=S)Nc2cc(C)nc(SCCCC)n2)cc1	0	-2
CCOc1ccccc1N1CCN(C(=O)c2ccc3[nH]c4c(c3c2)CCCC4)CC1	0	2
N#Cc1cc(-c2ccccc2)cnc1Cl	3	6
CC(C)C(=O)OCC(=O)Nc1ccc(N=Nc2ccccc2)cc1	0	4
O=C(CSc1nc2ccccc2[nH]1)NCC1CCCO1 (stereo not given)	5	-11
O=C(C1=NN[C@@H]2C(=O)N(c3cccc(C(F)(F)F)c3)C(=O)[C@H]12)c1ccc2ccccc2n1	4	11
CCOC(=O)CCCSc1nnc(CCCCCN2C(=O)c3cccc4cccc(c34)C2=O)o1	12	50
Clc1ccc(-c2cc(-c3nnc4n3CCCCC4)c3ccccc3n2)cc1	8	15
CCOC(=O)c1sc(NN=C(C(=O)OC)C(=O)OC)c(C(=O)OCC)c1C	9	35
O=C(NCCCN1CCOCC1)c1ccccc1NS(=O)(=O)c1cc([N+](=O)[O-])ccc1Cl	-1	-14
Cc1nnsc1C(=O)N/N=C/c1ccc2ccccc2c1O	17	17
CC(OC(=O)c1cccs1)C(=O)Nc1nc(-c2ccccc2)cs1 (stereo not given)	2	32
CCSc1nnc(NC(=O)c2cccc(S(=O)(=O)N(C)c3ccc(C)cc3)c2)s1	-7	86
C/C(=N\N=C(N)N)c1cccc([N+](=O)[O-])c1	-1	6
COc1ccc(C(=O)Nc2ccc(C)cc2C(=O)c2ccccc2)cc1	-3	2
Cc1nnc(SCC(=O)Nc2ccccc2C(=O)NC2CC2)s1	2	0
O=C(NCc1ccccn1)c1ccc(Cl)c(S(=O)(=O)Nc2ccccc2C(=O)NCc2ccccn2)c1	8	-10
C(=C\c1ccccc1)/C=N/Nc1nc2ccccc2[nH]1	1	3

Ordered by heavy-atom count (smallest number first): 15 of the compounds above
SMILES	Mac1 fbg enh	CD11b adhes inh
N#Cc1cc(-c2ccccc2)cnc1Cl	3	6
C/C(=N\N=C(N)N)c1cccc([N+](=O)[O-])c1	-1	6
O=C(CSc1nc2ccccc2[nH]1)NCC1CCCO1 (stereo not given)	5	-11
Cc1nnsc1C(=O)N/N=C/c1ccc2ccccc2c1O	17	17
Cc1nnc(SCC(=O)Nc2ccccc2C(=O)NC2CC2)s1	2	0
CC(OC(=O)c1cccs1)C(=O)Nc1nc(-c2ccccc2)cs1 (stereo not given)	2	32
O=C(/C=C/c1ccc(Cl)cc1)N(Cc1ccccc1)C1CCS(=O)(=O)C1 (stereo not given)	-2	3
CCCCOc1ccc(NC(=S)Nc2cc(C)nc(SCCCC)n2)cc1	0	-2
CCSc1nnc(NC(=O)c2cccc(S(=O)(=O)N(C)c3ccc(C)cc3)c2)s1	-7	86
CCCN(CC(=O)Nc1ccc(Cl)cc1Cl)C(=O)/C=C/c1cc(OC)ccc1OC	-1	21
O=C(C1=NN[C@@H]2C(=O)N(c3cccc(C(F)(F)F)c3)C(=O)[C@H]12)c1ccc2ccccc2n1	4	11
CCN(CC)S(=O)(=O)c1ccc(OC)c(NC(=O)COc2ccc3c(C)cc(=O)oc3c2)c1	14	11
CCOC(=O)CCCSc1nnc(CCCCCN2C(=O)c3cccc4cccc(c34)C2=O)o1	12	50
COc1cccc(C(=O)NCC(=O)N/N=C/c2cccc(OC(=O)c3ccc([N+](=O)[O-])cc3)c2)c1	13	-10
O=C(NCc1ccccn1)c1ccc(Cl)c(S(=O)(=O)Nc2ccccc2C(=O)NCc2ccccn2)c1	8	-10

More records:
SMILES	Mac1 fbg enh	CD11b adhes inh
Cc1ccc(NC(=O)C2CC(=O)N(Cc3ccccc3)C2)cc1S(=O)(=O)N1CCCCCC1 (stereo not given)	-4	51
Cc1ccc(S(=O)(=O)ON2C(=O)c3ccccc3C2=O)c(C)c1	-2	-2
COc1cccc(/C=N/NC(=O)c2nc(-c3ccccc3)cc(-c3ccccc3)n2)c1O	54	-1
CC(=O)c1ccc(N2CCN(C(=S)Nc3ccccc3F)CC2)cc1	10	0
CC(C)CNC(=O)COc1ccccc1[N+](=O)[O-]	-1	-7
COc1cc(NC(=O)CN(C)Cc2ccc(OC(F)F)cc2)c(C)cc1[N+](=O)[O-]	-4	-16
CC12COC3(C(N)=O)CC1CCC32C (stereo not given)	18	-12
O=C(N/N=C/c1cccc([N+](=O)[O-])c1)C1CC1c1ccccc1 (stereo not given)	29	-7
COc1ccc(CCNc2cc(C)nc3c(-c4ccccc4)cnn23)cc1OC	7	18
Oc1oc(-c2cccc3ccccc23)nc1/C=N/c1nccs1	60	-11
CC1CCCCC12NC(=O)N(CC(=O)Nc1ccc(N3CCOCC3)cc1)C2=O (stereo not given)	3	-23
CC(=O)c1cc2c(cc1NC(=O)CSc1nc3ccc(C)cc3[nH]1)OCO2	-4	-5
CCCNC(=O)[C@H](Cc1c[nH]c2ccccc12)NC(=O)c1ccccc1Cl	1	3
O=C(COC(=O)c1nc(Cl)ccc1Cl)c1ccc(Cl)s1	-2	18
O=C(NCCc1ccc2c(c1)OCCO2)c1cc(F)cc(F)c1	-4	43
COC(=O)c1ccc(NC(=S)NNC(=O)CC(C)C)cc1	-3	9
O=C(N/N=C/c1ccccc1)c1cc(-c2ccc3c(c2)OCO3)n[nH]1	19	2
O=C(Cc1coc2ccc3ccccc3c12)NC1CCCc2ccccc21 (stereo not given)	-2	3
O=C(O)c1ccccc1SCC(=O)N1c2ccccc2Sc2ccccc21	5	9
COc1ccc(-c2csc(NC(=O)CN3C(=O)CCC3=O)n2)cc1OC	-6	5
O=[N+]([O-])c1ccc(N2CCN(S(=O)(=O)c3ccccc3)CC2)cc1NCC1CCCO1 (stereo not given)	6	-5
COc1ccc(/C=C/C(=O)c2ccncc2)c2ccccc12	0	34
O=C(Nc1ccccc1C(=O)OCC(=O)c1c[nH]c2ccccc12)c1ccco1	74	1
CC(NC(=O)CN1CCc2ccccc21)c1ccccc1 (stereo not given)	-2	2
O=C(CSc1nc2ccc(Cl)cc2[nH]1)Nc1ccc2c(c1)CCC2	2	5
SMILES	Mac1 fbg enh	CD11b adhes inh
COc1ccccc1NCCC(=O)OCC(=O)NC1CCCCC1	1	2
N#Cc1c(-c2ccc(F)cc2)cc(C2CC2)nc1SCC(=O)c1cccs1	13	-3
CCN(CC)S(=O)(=O)c1ccc(/C=C/C(=O)Nc2ccc(F)cc2F)cc1	-8	82
O=C(NCc1ccccc1)c1cccc(COc2cc(Cl)ccc2Cl)c1	4	-17
O=C(N/N=C/c1c(Cl)[nH]c2ccccc12)c1sc2ccccc2c1Cl	6	42
CCN1CCN(C(=S)Nc2cccc([N+](=O)[O-])c2)CC1	-5	6
COc1ccc(C(C)(C)C)cc1NC(=O)COC(=O)c1ncc(Cl)c(Cl)c1Cl	-1	4
Cc1ccc(-c2ccc(/C=C/C(=O)c3ccccc3)o2)cc1	18	0
Cc1ccc(C(=O)NC(NCC2CCCO2)C(Cl)(Cl)Cl)cc1 (stereo not given)	2	7
CC(C)Nc1nnc(SCC(=O)/C=C2\N(C)c3ccccc3C2(C)C)s1	0	22
CC(=O)c1ccc(NC(=O)CSc2nc(N)c3cc4c(nc3n2)CCCC4)cc1	-4	36
Cc1cc(/C=C(\C#N)C(=O)O)c(C)n1CC(C)C	0	19
CC(=O)c1ccc(NC(=O)COC(=O)CCC(=O)c2cccs2)cc1	3	1
COc1ccc(N(CC(=O)Nc2ccc3c(c2)OCCO3)S(=O)(=O)c2cccnc2)cc1	2	-4
O=C(NCC1CCCO1)c1sc2ccccc2c1Cl (stereo not given)	0	0
Nc1cc([N+](=O)[O-])ccc1O	-4	5
CC(/C=C/c1ccc2c(c1)OCO2)=N/NC(=O)COc1ccc(C)cc1	6	-12
O=C(COC(=O)c1ccccc1Nc1ccccc1)NCc1ccccc1	0	-14
COc1cccc(CN(C)CC(=O)NCc2ccccc2Cl)c1	3	7
OCCNCc1cc(Br)ccc1OCc1ccccc1Cl	0	-21
C/C(=N\NC(=O)CNC(=O)C(c1ccccc1)c1ccccc1)c1ccccc1	72	5
O=C(O)/C=C/c1ccccc1Oc1ccccc1	5	14
O=C(N/N=C1\CCCc2c1[nH]c1ccc([N+](=O)[O-])cc21)c1ccncc1	-5	14
Cc1ccc(NC(=S)NC(=O)/C=C/c2ccc(Cl)cc2)cc1	13	7
CCOC(=O)c1ccc(N2Cc3ccccc3C2=NC(=O)c2cccs2)cc1	6	3
SMILES	Mac1 fbg enh	CD11b adhes inh
COC(=O)CCSc1cc([N+](=O)[O-])cc2c1c(C1OCCO1)nn2-c1ccccc1	0	-6
COc1cc2c(cc1NC(=O)COC(=O)CNS(=O)(=O)c1ccc(C)cc1)oc1ccccc12	14	2
COc1ccc(/C=N/NC(=O)c2ccc(Br)cc2)cc1Cn1cc(Cl)cn1	0	-24
Cc1ccc2nc(SCC(=O)Nc3cc([N+](=O)[O-])ccc3F)[nH]c2c1	-1	1
O=C(/C=C/c1cccc([N+](=O)[O-])c1)Nc1cccc(NC(=O)c2ccco2)c1	0	5
COc1ccc(CCNC(=O)Cn2nnc3ccccc3c2=O)cc1	3	-8
O=C(COC(=O)C1(c2ccc(F)cc2)CCCC1)Nc1ncc(C(F)(F)F)cc1Cl	-4	79
Cn1c(=O)c2c(ncn2CC(=O)OCC(=O)NCc2ccc(Cl)cc2)n(C)c1=O	4	-2
Cc1cc(C)c[n+](-c2nc3ccccc3nc2[N-]S(=O)(=O)c2cccs2)c1	2	6
O=C(Nc1ccc(OC(F)F)c(Cl)c1)C(c1ccccc1)c1ccccc1	-7	103
COc1ccc2c(c1OC)C(=O)OC2Nc1nc(-c2cc3ccccc3oc2=O)cs1 (stereo not given)	0	59
CC(C)c1ccc(OCC(=O)N(c2ccccn2)C2CCCCC2)cc1	0	44

Three consecutive records out of the list so far, for reference:
SMILES	Mac1 fbg enh	CD11b adhes inh
COC(=O)CCSc1cc([N+](=O)[O-])cc2c1c(C1OCCO1)nn2-c1ccccc1	0	-6
COc1cc2c(cc1NC(=O)COC(=O)CNS(=O)(=O)c1ccc(C)cc1)oc1ccccc12	14	2
COc1ccc(/C=N/NC(=O)c2ccc(Br)cc2)cc1Cn1cc(Cl)cn1	0	-24

High-throughput results (PubChem BioAssay)

Some of the compounds tested (hit frequency here may not be typical).
